FXIa inh mix = FXIa protease inhibitors in compound pools, primary screen, biochemical, 10-compound mixtures; inhibition, % at 5 µM; 0.19% of 62,000 active; purified FXIa, fluorogenic substrate, pooled mixtures; Coagulation factor XI (Homo sapiens), P03951;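 also: each value is inhibition by a whole ten-compound pool holding the compound; 0% = enzyme with no mixture and 100% = wells lacking enzyme; strong numbers were not always called active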
Target sequence (P03951 19-387 limits assumed): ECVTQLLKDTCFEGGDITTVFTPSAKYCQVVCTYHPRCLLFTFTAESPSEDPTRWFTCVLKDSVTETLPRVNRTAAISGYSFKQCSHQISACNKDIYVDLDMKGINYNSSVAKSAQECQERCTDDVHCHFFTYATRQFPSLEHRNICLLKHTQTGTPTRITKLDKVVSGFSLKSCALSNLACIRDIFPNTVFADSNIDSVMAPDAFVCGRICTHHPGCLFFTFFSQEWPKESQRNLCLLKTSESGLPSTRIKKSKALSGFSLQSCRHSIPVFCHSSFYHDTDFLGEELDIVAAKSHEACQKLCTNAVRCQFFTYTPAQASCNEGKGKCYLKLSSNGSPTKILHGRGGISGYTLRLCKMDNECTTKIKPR
Target sequence (P03951 388-625 limits assumed): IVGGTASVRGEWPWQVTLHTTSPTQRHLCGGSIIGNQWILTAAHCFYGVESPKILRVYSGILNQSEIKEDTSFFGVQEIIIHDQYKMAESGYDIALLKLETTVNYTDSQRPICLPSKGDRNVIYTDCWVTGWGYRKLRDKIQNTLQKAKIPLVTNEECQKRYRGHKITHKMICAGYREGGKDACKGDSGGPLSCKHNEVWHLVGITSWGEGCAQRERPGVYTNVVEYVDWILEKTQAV
Hsp90 inh = tumor Hsp90 inhibitors, primary screen, cell lysate, fluorescence polarization, NCI-N417 lysate; inhibition, % at 30 µM; 0.35% of 64,000 active; Cy3B-geldanamycin FP displacement; Heat shock protein HSP 90-alpha (Homo sapiens), P07900;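 active = inhibition above 50%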;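 also: 0% = tracer plus lysate wells and 100% = tracer alone without lysate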
FXIIa mix inh = human factor XIIa inhibitors, primary screen, biochemical, pooled compound mixtures, fluorogenic substrate; Coagulation factor XII (Homo sapiens), P00748; purified FXIIa; inhibition, % at 5 µM; 0.2% of 62,000 active; AID 684, 2007;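 also: 0% = enzyme without compound and 100% = no enzyme blank; some results filed as inactive read as strong as hits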
5HT1a ag = human 5-HT1a receptor agonists, primary screen, cell-based, CHO, Ga15 NFAT-bla reporter | 5-hydroxytryptamine receptor 1A (Homo sapiens), P08908 | CHO 5-HT1a Ga15 NFAT-bla reporter, FRET ratio; 0% basal, 100% maximal reference agonist | activation, % at 10 µM | 0.56% of 65,000 active | AID 567, 2006;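 active = activation above the screen-wide mean activation plus 3 SD, cut at about 19% in these data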;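 also: 0% = DMSO wells and 100% = 5-CT at EC100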
Target sequence (P08908 whole entry, looked up): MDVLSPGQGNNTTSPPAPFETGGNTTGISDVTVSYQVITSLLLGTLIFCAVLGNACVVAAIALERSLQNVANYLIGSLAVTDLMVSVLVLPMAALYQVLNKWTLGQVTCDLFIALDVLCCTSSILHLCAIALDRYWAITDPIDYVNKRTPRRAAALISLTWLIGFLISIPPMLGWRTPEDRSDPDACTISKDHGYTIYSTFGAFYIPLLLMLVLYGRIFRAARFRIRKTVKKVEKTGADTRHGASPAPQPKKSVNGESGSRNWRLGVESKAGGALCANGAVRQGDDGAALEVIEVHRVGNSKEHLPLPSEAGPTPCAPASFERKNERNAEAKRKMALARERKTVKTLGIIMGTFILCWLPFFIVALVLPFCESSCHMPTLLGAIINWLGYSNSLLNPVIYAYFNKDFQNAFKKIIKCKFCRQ
C1s inh = complement C1s protease inhibitors, primary screen, biochemical, 10-compound mixtures; purified C1s, fluorogenic AMC substrate, pooled mixtures; mean inhibition % of two 10-compound mixtures (active compounds read high), % at 5 µM (by protocol); 0.16% of 62,000 active; Complement C1s subcomponent (Homo sapiens), P09871;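 active = inhibition above 20% in each of the two 10-compound mixture wells holding the compound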;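 also: 0% = enzyme wells lacking compound mixture and 100% = no-enzyme blank wells; some compounds called inactive have numbers as strong as hits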
DUSP1 inh = MKP-1 phosphatase inhibitors, primary screen, biochemical, in vitro | Dual specificity protein phosphatase 1 (Homo sapiens), P28562 | AID 374, 2006 | recombinant MKP-1, OMFP hydrolysis fluorescence | 0.15% of 65,000 active | inhibition, %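 (compounds tested at a single concentration somewhere between 10 and 100 µM)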;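 active = inhibition above about 50%, limit read from the data; inconclusive = inhibition over screen mean plus 3 SD, below that limit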;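 also: 0% = DMSO max control wells and 100% = wells with enzyme stopped by NaOH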
Cathepsin G inh = human cathepsin G inhibitors, primary screen, biochemical, pooled compound mixtures, AMC fluorescence; P08311; purified enzyme, AMC-tetrapeptide fluorescence; inhibition, % at 5 µM (by protocol); 0.2% of 62,000 active;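 active = inhibition above 20% in each of the two mixture wells holding the compound; inactive = inhibition of 20% or less in either well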;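 also: 0% = enzyme control without mixture and 100% = blank lacking enzyme; strong numbers were not always called active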
CatL block = inhibitors of human cathepsin L, biochemical. AID 460, 2006. purified cathepsin L, fluorogenic substrate, fluorescence. inhibition, %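 (tested at 10 µM)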. 0.17% of 58,000 active; in the data active = inhibition above about 45%;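 also: 0% = enzyme with no compound and 100% = no enzyme blank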
Cdc25B block = inhibitors of Cdc25B phosphatase catalytic domain, primary screen, biochemical, OMFP fluorescence; AID 368, 2006; 0.1% of 65,000 active; M-phase inducer phosphatase 2 (Homo sapiens), P30305; recombinant Cdc25B, OMFP fluorescence Ex485/Em525; inhibition, %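 (compounds tested at 10 µM final in the well)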; in the data active = inhibition above about 50%
* hit, by the source's call. Rule as the data show it, unless noted: active = inhibition above about 20% (passing the limit was not always enough); inactive = the rest.

What do the screens show for `CC1=CC(C)(C)Nc2ccc(OC(=O)CN3C(=O)CCC3=O)cc21`?
FXIa inh mix: 0.2; Hsp90 inh: -2.7; FXIIa mix inh: 2.7; 5HT1a ag: 14.1; C1s inh: -0.5; DUSP1 inh: 11.9; Cathepsin G inh: 9.4; CatL block: 5.3; Cdc25B block: -4.0

Results for CC(=O)Nc1nc(N2C(=O)c3ccccc3C2=O)n(-c2ccccc2)n1 ?
FXIa inh mix: 5.8; Hsp90 inh: 6.0; FXIIa mix inh: -18.8; 5HT1a ag: 0.9; C1s inh: 16.5; DUSP1 inh: -3.8; Cathepsin G inh: 9.0; CatL block: -6.5; Cdc25B block: 2.9

How did COc1ccc2cc(CN(C(=O)Nc3ccccc3OC)C3CCCC3)c(=O)[nH]c2c1 do in these assays?
FXIa inh mix: 11.4; Hsp90 inh: -0.7; FXIIa mix inh: -3.5; 5HT1a ag: 4.8; C1s inh: 11.7; DUSP1 inh: 17.6; Cathepsin G inh: 11.1; CatL block: 12.3; Cdc25B block: -6.3

What do the screens show for `CCCCn1nnc(NC(=O)Cc2ccc(Cl)cc2)n1`?
FXIa inh mix: 0.4; Hsp90 inh: -1.5; FXIIa mix inh: -19.2; 5HT1a ag: -0.9; C1s inh: 3.4; DUSP1 inh: 2.8; Cathepsin G inh: 9.0; CatL block: 0.6; Cdc25B block: -1.7

How did Cn1c(CCNC(=O)c2ccccc2F)nnc1SCc1nc2ccccc2c(=O)[nH]1 do in these assays?
FXIa inh mix: 5.9; Hsp90 inh: -8.7; FXIIa mix inh: -2.3; 5HT1a ag: -1.6; C1s inh: -13.2; DUSP1 inh: -6.0; Cathepsin G inh: 7.8; CatL block: 3.8; Cdc25B block: 2.0

How did CCN(CC)S(=O)(=O)c1ccc(C(=O)Nc2ccc3c(c2)OCCO3)cc1 do in these assays?
FXIa inh mix: 5.4; Hsp90 inh: -1.3; FXIIa mix inh: -18.9; 5HT1a ag: -2.0; C1s inh: -10.4; DUSP1 inh: 12.6; Cathepsin G inh: 0.4; CatL block: 14.0; Cdc25B block: -5.1

How did CCCCOc1ccc(S(N)(=O)=O)cc1 do in these assays?
FXIa inh mix: -20.9; Hsp90 inh: -0.9; FXIIa mix inh: 3.3; 5HT1a ag: -0.2; C1s inh: -36.3; DUSP1 inh: 29.1; Cathepsin G inh: 1.0; CatL block: 2.9; Cdc25B block: 2.6

How did Cc1ccc(C)n1-c1ncn[nH]1 do in these assays?
FXIa inh mix: 3.9; Hsp90 inh: -5.2; FXIIa mix inh: 0.3; 5HT1a ag: 0.3; C1s inh: -19.7; DUSP1 inh: 1.4; Cathepsin G inh: -2.2; CatL block: 7.3; Cdc25B block: -13.7

What do the screens show for `Cc1csc2nc(CNS(=O)(=O)c3ccc4c(c3)CCCC4)cn12`?
FXIa inh mix: 8.3; Hsp90 inh: -2.8; FXIIa mix inh: 3.7; 5HT1a ag: 5.4; C1s inh: 14.4; DUSP1 inh: -0.6; Cathepsin G inh: 11.1; CatL block: 0.5; Cdc25B block: -13.1

Results for CC(=O)c1c(C)c2c(n1CCN(C)C)CCCC2 ?
FXIa inh mix: 11.3; Hsp90 inh: -3.2; FXIIa mix inh: 3.7; 5HT1a ag: 4.2; C1s inh: 17.7; DUSP1 inh: -21.4; Cathepsin G inh: 13.7; CatL block: 26.0; Cdc25B block: 7.8

How did O=C(CSc1nc2ccccc2o1)Nc1nc2c(s1)CCCC2 do in these assays?
FXIa inh mix: -1.2; Hsp90 inh: -33.7; FXIIa mix inh: 0.5; 5HT1a ag: -0.7; C1s inh: -18.1; DUSP1 inh: 23.2; Cathepsin G inh: -4.8; CatL block: 2.5; Cdc25B block: 0.5

How did CCCc1nc2sc3c(SCC(=O)NCc4ccco4)ncnc3c2c2c1CCC2 do in these assays?
FXIa inh mix: 3.6; FXIIa mix inh: 2.5; 5HT1a ag: 5.0; C1s inh: 16.1; DUSP1 inh: inconclusive; Cathepsin G inh: 10.1; CatL block: 15.4; Cdc25B block: 15.2

How did CCC1CCCCN1C(=O)c1cc2cc(Br)ccc2oc1=O (configuration not stated) do in these assays?
FXIa inh mix: 4.7; Hsp90 inh: -1.8; FXIIa mix inh: 1.1; 5HT1a ag: 0.1; C1s inh: 17.3; DUSP1 inh: 4.1; Cathepsin G inh: 10.1; CatL block: 1.9; Cdc25B block: -6.9

What do the screens show for `CCOC(=O)C1CCCN(c2c(Nc3cccc(C)c3)c(=O)c2=O)C1` (configuration not stated)?
FXIa inh mix: 8.5; Hsp90 inh: -3.9; FXIIa mix inh: 1.0; 5HT1a ag: -0.2; C1s inh: 15.7; DUSP1 inh: 1.7; Cathepsin G inh: 7.0; CatL block: 2.5; Cdc25B block: -6.0

How did CC1=C(C(=O)OCC(C)C)C(c2cccc(F)c2)N2C(=O)C(C)SC2=N1 (configuration not stated) do in these assays?
FXIa inh mix: 1.1; Hsp90 inh: -2.8; FXIIa mix inh: 2.6; 5HT1a ag: 0.1; C1s inh: -3.3; DUSP1 inh: 15.4; Cathepsin G inh: -2.4; CatL block: -0.1; Cdc25B block: -7.2

What do the screens show for `c1ccc(Sc2ncnc3c2oc2ccccc23)nc1`?
FXIa inh mix: -0.7; Hsp90 inh: -1.8; FXIIa mix inh: 1.2; 5HT1a ag: -1.3; C1s inh: -24.3; DUSP1 inh: 3.5; Cathepsin G inh: 5.9; Cdc25B block: -11.4

How did CCOC(=O)c1sc2nc(NC(=O)C3CCCCC3)sc2c1C do in these assays?
FXIa inh mix: 0.9; Hsp90 inh: -3.4; FXIIa mix inh: -3.3; 5HT1a ag: -4.1; C1s inh: -0.9; DUSP1 inh: -6.7; Cathepsin G inh: 8.3; CatL block: 5.1; Cdc25B block: -3.4

How did Cc1cccc(NS(=O)(=O)c2ccccc2)n1 do in these assays?
FXIa inh mix: 7.0; Hsp90 inh: -3.6; FXIIa mix inh: 9.2; 5HT1a ag: -3.8; C1s inh: 11.7; DUSP1 inh: -2.1; Cathepsin G inh: 7.9; CatL block: -1.6; Cdc25B block: -12.9

How did CC(c1nnc(SCC(=O)c2c(N)n(C)c(=O)n(C)c2=O)n1-c1ccc(Cl)cc1)N(C)C (configuration not stated) do in these assays?
FXIa inh mix: 0.9; Hsp90 inh: -3.3; FXIIa mix inh: 11.7; 5HT1a ag: -2.0; C1s inh: 2.9; DUSP1 inh: 21.4; Cathepsin G inh: 9.8; Cdc25B block: 5.1

How did O=C(Nc1nc2ccc(S(=O)(=O)N3CCCCC3)cc2s1)C1CCCO1 (configuration not stated) do in these assays?
FXIa inh mix: 4.8; Hsp90 inh: -1.6; FXIIa mix inh: -5.6; 5HT1a ag: -3.6; C1s inh: 13.5; DUSP1 inh: 4.3; Cathepsin G inh: 11.9; CatL block: 1.6; Cdc25B block: -1.4

What do the screens show for `Cn1ncc(Cl)c1C(=O)Nc1cccnc1`?
FXIa inh mix: 13.6; Hsp90 inh: -3.4; FXIIa mix inh: -0.6; 5HT1a ag: -3.1; C1s inh: -26.9; DUSP1 inh: 5.3; Cathepsin G inh: -0.8; CatL block: 2.9; Cdc25B block: 9.6

What do the screens show for `Cc1nc2cc(C(F)(F)F)ccc2n1C1CCN(C(=O)N2CCOCC2)CC1`?
FXIa inh mix: 5.3; Hsp90 inh: -0.1; FXIIa mix inh: -13.5; 5HT1a ag: -1.8; C1s inh: 1.3; DUSP1 inh: -11.7; Cathepsin G inh: -0.3; CatL block: -2.7; Cdc25B block: 1.0

What do the screens show for `Cc1nc2ccc(CCO)cc2s1`?
FXIa inh mix: 15.2; Hsp90 inh: -2.8; FXIIa mix inh: -17.5; 5HT1a ag: -0.1; C1s inh: 8.6; DUSP1 inh: -12.0; Cathepsin G inh: 4.6; CatL block: -3.1; Cdc25B block: 1.3

Results for O=C(NCCN1CCOCC1)[C@H](Cc1ccccc1)N1C(=O)c2ccccc2C1=O ?
FXIa inh mix: 2.1; Hsp90 inh: -6.8; FXIIa mix inh: 15.4; 5HT1a ag: -3.3; C1s inh: -20.6; DUSP1 inh: -6.9; Cathepsin G inh: -5.0; CatL block: 14.7; Cdc25B block: -7.2

What do the screens show for `CCc1ccc2oc(-c3cccc(NC(=O)c4cccnc4)c3)nc2c1`?
FXIa inh mix: 5.4; FXIIa mix inh: 5.7; 5HT1a ag: -1.8; C1s inh: -12.5; DUSP1 inh: 12.4; Cathepsin G inh: -3.1; CatL block: -3.8; Cdc25B block: -19.0

How did COc1ccc(CCN(C(=O)c2ccccc2)C2=CC3CCC(C2)N3C)cc1OC (configuration not stated) do in these assays?
FXIa inh mix: 0.8; Hsp90 inh: -5.8; FXIIa mix inh: -1.6; 5HT1a ag: -0.6; C1s inh: 6.9; DUSP1 inh: 24.2; Cathepsin G inh: 2.3; CatL block: 23.0; Cdc25B block: 3.5

How did O=C1C2CCCN2C(c2ccccc2F)N1c1ccc(Cl)cc1 (configuration not stated) do in these assays?
FXIa inh mix: 3.8; Hsp90 inh: -0.6; FXIIa mix inh: -3.4; 5HT1a ag: 0.7; C1s inh: 4.0; DUSP1 inh: 9.0; Cathepsin G inh: 2.9; CatL block: 11.8; Cdc25B block: 10.4

Results for Cc1noc(C)c1C(=O)Nc1cccnc1 ?
FXIa inh mix: -1.9; Hsp90 inh: -3.2; FXIIa mix inh: 0.3; 5HT1a ag: -3.0; C1s inh: -8.8; DUSP1 inh: 15.9; Cathepsin G inh: 6.6; CatL block: -6.3; Cdc25B block: -4.9

What do the screens show for `COc1ccc(S(=O)(=O)N2CCCC(C(=O)O)C2)cc1` (configuration not stated)?
FXIa inh mix: 3.7; FXIIa mix inh: -12.7; C1s inh: -5.0; DUSP1 inh: 16.4; Cathepsin G inh: -2.5; CatL block: -2.3; Cdc25B block: -8.7

Results for COc1ccc(CN2C(=O)C3C4C=CC(C4)C3C2=O)cc1 (configuration not stated) ?
FXIa inh mix: -4.1; Hsp90 inh: -2.2; FXIIa mix inh: 0.3; 5HT1a ag: -2.3; C1s inh: -13.1; DUSP1 inh: 14.2; Cathepsin G inh: 4.7; CatL block: -7.6; Cdc25B block: -7.6

Results for O=C(c1ccc(F)cc1)c1ccc(N2CCCC2)cc1 ?
FXIa inh mix: 2.2; Hsp90 inh: -4.2; FXIIa mix inh: 8.1; 5HT1a ag: 1.5; C1s inh: -2.6; DUSP1 inh: -0.7; Cathepsin G inh: -5.4; CatL block: 15.5; Cdc25B block: -18.5

Results for COc1ccccc1N1CCN(S(=O)(=O)c2cccc3nsnc23)CC1 ?
FXIa inh mix: 15.6; Hsp90 inh: -0.3; FXIIa mix inh: 3.2; 5HT1a ag: 0.4; C1s inh: 0.1; DUSP1 inh: -4.1; Cathepsin G inh: 9.4; CatL block: 1.6; Cdc25B block: -4.0

How did Cc1ccc(C(=O)Nc2nnn(C)n2)cc1 do in these assays?
FXIa inh mix: 7.1; Hsp90 inh: -8.1; FXIIa mix inh: -21.4; 5HT1a ag: -2.3; C1s inh: 0.8; DUSP1 inh: -0.8; Cathepsin G inh: 0.0; Cdc25B block: 11.1

Compound activity as filed in PubChem BioAssay.
